PI5P4Ka inh: qHTS for Inhibitors of phosphatidylinositol 5-phosphate 4-kinase (PI5P4K); hit rate 1.2% among 330,000; Phosphatidylinositol 5-phosphate 4-kinase type-2 alpha (Homo sapiens), P48426; PI5P4Kalpha enzyme, ADP-Glo luminescence, 60 min; hits give low values; max response, %; active = max response of -50% or lower; inconclusive = between -30% and -50%; inactive = -30% or higher; also: value at the top dose of about 77 µM; % is scaled to controls: 0 for no effect and ±100 for the full control effect
Target sequence (P48426 whole entry, looked up): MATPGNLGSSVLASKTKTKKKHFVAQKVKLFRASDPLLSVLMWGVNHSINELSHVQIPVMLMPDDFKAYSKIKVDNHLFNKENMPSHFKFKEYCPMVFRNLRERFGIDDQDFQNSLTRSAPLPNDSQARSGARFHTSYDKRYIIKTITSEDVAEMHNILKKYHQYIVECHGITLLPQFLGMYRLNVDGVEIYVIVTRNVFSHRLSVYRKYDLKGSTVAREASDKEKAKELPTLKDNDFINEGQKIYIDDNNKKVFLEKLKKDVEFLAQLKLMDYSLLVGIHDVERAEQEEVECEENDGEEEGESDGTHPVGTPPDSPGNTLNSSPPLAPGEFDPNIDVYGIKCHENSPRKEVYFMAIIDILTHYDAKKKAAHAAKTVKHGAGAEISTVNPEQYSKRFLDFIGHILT
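Quantitative HTS of the MLSMR library against PI5P4Kalpha with substrate. ATP added last at 5 microM final; room temperature, 60 minutes. Remaining ATP depleted, ADP converted and read as luminescence.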
PLK1 PBD block: qHTS for Inhibitors of PLK1-PDB (polo-like kinase 1 - polo-box domain): Primary Screen; Serine/threonine-protein kinase PLK1 (Homo sapiens), P53350; Plk1 PBD binding of FITC phosphopeptide, fluorescence polarization; Potency, µM, for inactives: max response, negative = inhibition, actives largely listed as inhibitors; hit rate 2.8% among 360,000; AID 720504, 2013; also: potency is read from the fitted curve at half-maximal effect; series mostly up to about 57 µM; % is scaled to controls: 0 for no effect and ±100 for the full control effect; nearly all actives have a fitted effect of over 65% in size
DRD3 antagonist: qHTS of D3 Dopamine Receptor Antagonist: qHTS; D3R cells, DiscoveRx beta-arrestin luminescence, antagonist mode; hits give low values; max response, negative = inhibition, %; hit rate 2.5% among 360,000; AID 652054, 2013; in the data active = max response below about -50%; inconclusive = no clear call, values can overlap the other calls; also: % is scaled to controls: 0 for no effect and ±100 for the full control effect; mostly tested at two doses, the higher about 12 µM
Target sequence (P35462 whole entry, looked up): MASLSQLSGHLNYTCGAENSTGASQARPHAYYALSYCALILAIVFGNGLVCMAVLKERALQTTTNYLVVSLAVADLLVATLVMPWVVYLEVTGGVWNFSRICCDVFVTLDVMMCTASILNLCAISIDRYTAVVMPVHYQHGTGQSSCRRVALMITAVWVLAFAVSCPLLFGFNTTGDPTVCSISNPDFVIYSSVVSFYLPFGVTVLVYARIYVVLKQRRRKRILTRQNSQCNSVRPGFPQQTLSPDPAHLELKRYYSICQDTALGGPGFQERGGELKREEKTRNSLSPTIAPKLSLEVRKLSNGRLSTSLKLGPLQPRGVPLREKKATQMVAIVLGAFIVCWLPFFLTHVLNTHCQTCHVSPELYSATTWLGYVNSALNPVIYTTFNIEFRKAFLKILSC
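Cells plated overnight at 1500 cells/well, then exposed to library compounds with dopamine controls for 90 minutes at 37 degrees C. DiscoveRx reagent added for 30–60 minutes at room temperature; luminescence read, quantitative HTS format.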
IL2 activator: qHTS of IL-2 Activators. IL-2 activation reporter assay, cell-based qHTS; stimulated with anti-CD3/CD4/CD28 beads; in transgenic mouse T cells. activation, % (series mostly up to about 46 µM). hit rate 0.065% among 360,000; in the data active = activation above about 50%; inconclusive = mostly about 30% to 49%; also: 0% is about no effect
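Unstimulated transgenic mouse T cells; 60-min compound exposure; bead-based TCR/CD4/CD28 stimulation; 18 h culture, 37 degrees C; dual fluorescence (EGFP, DsRed) plate cytometry.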
GLP-1R agonist: qHTS of GLP-1 Receptor Agonists; Glucagon-like peptide 1 receptor (Homo sapiens), P43220; HEK293 GLP-1R CRE-luciferase, luminescence, 4-6 h; cells express a hypersensitive GLP-1R form; Potency, µM (titrated, usually from 45.6 µM), without a hit: at the highest dose activation, actives largely listed as activators; hit rate 0.007% among 380,000; AID 624172, 2012; also: potency is read from the fitted curve at half-maximal effect; % of control where 0% means no effect
WRN inhibitor: qHTS for Inhibitors of WRN Helicase; Potency, µM (top dose mostly 114 µM), inactives show top-dose activity change, negative = inhibition, usual class: inhibitors; hit rate 0.46% among 360,000; WRN helicase unwinding, fluorescent forked duplex, kinetic; Bifunctional 3'-5' exonuclease/ATP-dependent helicase WRN (Homo sapiens), Q14191; AID 651768, 2012; also: potency is read from the fitted curve at half-maximal effect; % is scaled to controls: 0 for no effect and ±100 for the full control effect; nearly all actives have a fitted effect of over 55% in size
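Kinetic fluorescence helicase assay: unwinding of a quenched forked DNA duplex (100 nM final) with 2 mM ATP final raises red fluorescence (525/598 nm). Compounds sat 15 min at room temperature with 20 nM WRN beforehand.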
HEK293 tox: qHTS of GLP-1 Receptor Inverse Agonists: Cytotox Screen | HEK293 cAMP-luciferase reporter cells, luminescence, 24 h | Potency, µM (doses to about 38.3 µM), inactives show at the highest dose activity change, negative = inhibition, hits mostly inhibitors | hit rate 0.13% among 410,000;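 also: loss of luciferase light is scored as toxicity; potency is read from the fitted curve at half-maximal effect; % is scaled to controls: 0 for no effect and ±100 for the full control effect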
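To flag toxic compounds, the library was rerun on cells for 24 hr at 37 deg C and 5% CO2. Viability-linked luminescence was captured 12 min after adding luciferase detection reagent.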
GLP1R inv ag: qHTS of GLP-1 Receptor Inverse Agonists (Inhibition Mode) | hit rate 1.6% among 410,000 | HEK293 GLP-1R CRE-luciferase, luminescence, 24 h; GLP-1R form is constitutively active | Potency, µM (series often up to 38.3 µM), for the others: top-dose activity change, negative = inhibition, actives largely listed as inhibitors | Glucagon-like peptide 1 receptor (Homo sapiens), P43220 | AID 624417, 2012; also: potency is read from the fitted curve at half-maximal effect; % is scaled to controls: 0 for no effect and ±100 for the full control effect; nearly all actives have a fitted effect of over 55% in size
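HEK293 cells stably co-expressing constitutively active GLP-1R and a cAMP-responsive luciferase reporter were seeded in DMEM with 10% Nu serum, given compounds after 12 h, and incubated 24 h at 37 deg C. Luminescence was then read.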
D3 ag: qHTS of D3 Dopamine Receptor Agonist: qHTS; D(3) dopamine receptor (Homo sapiens), P35462; D3R DiscoveRx beta-arrestin cells, luminescence, 90 min; max activation, %; hit rate 0.58% among 410,000; AID 652048, 2013; in the data active = max activation above about 30%; also: 0% is about no effect; mostly tested at two doses, the higher about 12 µM
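Cells at 1500/well, incubated overnight, then treated with pinned compounds (dopamine as control) for 90 min at 37 degrees C. DiscoveRx reagent added for 30 - 60 minutes at room temperature; luminescence read.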
* marks the source's active call; other numbers are inactive results; ? = inconclusive; / = not tested or not shown; & = joins results of further samples; ! = not active in a repeat; [ ] = remark or other dose. Unless noted, calls follow the shape of the dose curve; as a rule, active = well fitted curve in the direction sought with a large enough effect; inconclusive = small, poorly fitted or top-dose-only effect, or another doubt; inactive = no such curve, though single readings can be large; an effect the other way counts as inactive or inconclusive.

mol	PI5P4Ka inh	PLK1 PBD block	DRD3 antagonist	IL2 activator	GLP-1R agonist	WRN inhibitor	HEK293 tox	GLP1R inv ag	D3 ag
Cc1ccc(S(=O)(=O)N2CCCC2CNC(=O)C(=O)Nc2ccc(F)cc2F)cc1 (configuration not stated)	0	0%	1	0.2	0%	-4%	?	?	0
Cc1ccc(NC(=O)CCC(=O)NNS(=O)(=O)c2ccc(Cl)cc2)cc1C	2	-6%	8	0.3	-1%	-6%	3%	-10%	-4
COc1ccc(C(=O)N2CCN(c3ccccn3)CC2)cc1[N+](=O)[O-]	-6	-2%	-12	-3.2	6%	-20%	12%	-2%	3
O=C1C(Cc2ccccc2)Nc2ncnc(N3CCOCC3)c2N1Cc1ccc(Cl)cc1 (configuration not stated)	-4&4	27µM*!	-102*!	0.2&0.8	6%&9%	-7%&-11%	-6%&18%	?	-38&-18
Clc1ccc(-c2csc(N/N=C/c3cccnc3)n2)c(Cl)c1	4	-7%	12	-2.4	10%	-33%	5%	-22%	28
CCCCCc1nnc(NC(=O)c2cccc(S(=O)(=O)N3CCOCC3)c2)s1	-4	-10%	-24	-0.1	1%	-8%	1%	-3%	-5
CC1(C)CC(=O)C(Sc2ccc(Br)cc2)=C(O)C1	1	?	26	0.0	0%	-13%	-1%	2%	7
O=C1N/C(=N/N=C/c2ccc(O)cc2)SC1Cc1ccccc1 (configuration not stated)	-16	-10%	-17	-0.6	16%	-5%	-5%	-8%	-12
N#Cc1cccnc1N1CCC(C(N)=O)CC1	-1	-2%	-4	0.5	0%	0%	1%	5%	-1
CC1CCC2(CC1)NC(=O)N(CC(=O)Nc1sc3c(c1C(N)=O)CCC3)C2=O (configuration not stated)	-87*	-30%	7	1.0	6%	50µM*	-23%	1%	-10
Cc1sc2ccc3sccc3c2[n+]1C	-21	?	-21	-2.5	1%	-1%	-6%	?	-2
Cc1ccc(Nc2ncnc3sc(C)c(C)c23)cc1	/	-10%	-17	-1.4	24%	-14%	1%	-4%	-6
Cc1cc(/C=C2/C(=O)NN(c3ccccc3)C2=O)c(C)n1-c1ccc(O)cc1	-20	-12%	-3	-2.2	-22%	-19%	?	-63%	-5
Cc1ccc(Cn2nc(C)c(NC(=O)C3CC3)c2C)cc1	-4	-9%	4	0.0	-1%	-2%	1%	2%	-4
CCCCN(C)C(=O)c1nc2ccccn2c1CN1CCN(c2ncccn2)CC1	5	-10%	22	-1.8	11%	0%	1%	21%	0
CCN(CC)S(=O)(=O)c1ccc(S(=O)(=O)NCc2cccs2)cc1	-19	-8%	-13	-0.8	10%	-34%	19%	-28%	-20
COc1ccc(NC(=O)CCNC(=O)N2CC(=O)Nc3ccccc32)cc1	1	-3%	28	1.7	-1%	-2%	-2%	1%	3
Cc1cc(C)c(Cn2cnc3ccccc32)c(C)c1	4	-25%	-18	4.7	15%	6%	?	?	3
CC(=O)Nc1nc(C)cs1	1	7%	21	2.4	4%	7%[57.1 µM]	1%	10%	6
O=C(O)/C=C/C(=O)OC1CC2CCC1C2 (configuration not stated)	-5	-5%	8	0.4	0%	-1%	-10%	48%[activator]	1
COC(=O)CN1C(=O)N/C(=C/c2cc(OC)c(OC)cc2C)C1=O	2	0%	-20	0.6	0%	7%	-3%	1%	1
CCN(CC)CCN1C(=O)C(=O)/C(=C(/O)c2cnn(-c3ccccc3)c2C)C1c1ccc(C)o1 (configuration not stated)	/	-6%	?	-2.3	0%	3%	5%	37%[activator]	-8
CN(CC(=O)Nc1ccc(Cl)c(C(F)(F)F)c1)C(=O)Cc1ccsc1	8	-2%	-1	-5.4	-1%	-4%	-8%	?	-14
COc1ccc(C)cc1NC(=O)CCNS(=O)(=O)c1cccc2nonc12	0	6%	6	-1.0	2%	-7%	?	6%&-1%	3&6
COc1ccc(C(C(=O)NC2CCCC2)N(C(=O)c2ccco2)c2ccccc2OC)cc1 (configuration not stated)	-2	-15%	-18	-2.8	5%	4%	5%	-7%	-5
O=C(CC1C(=O)NCCN1Cc1c(F)cccc1Cl)NC1CCCCCC1 (configuration not stated)	-7	-10%	-19	-3.0	-1%	6%	-7%	-12%	-16
CC[n+]1c(C)cc(C)n1-c1ccccc1	-2	-9%	37	-1.5	1%	-4%	-7%	?	2
CNc1snc(C)c1C(=O)OC(C)C(=O)Nc1cccc(OC)c1 (configuration not stated)	-1	-4%	-6	0.0	-4%	-1%	14%	45%[activator]	-4
CC(C)NC(=O)COc1ncnc2sccc12	/	-5%	-27	-1.9	-7%	2%	7%	-3%	2
COC(=O)c1cccc(C23CC4(C2)[C@H](CN(Cc2ccc(C(F)(F)F)cc2)[C@@H]4c2ccccc2)C3c2ccc(Cl)nc2)c1 (some centres not stated)	1	-10%	1	1.3	0%	8%	12%	-18%	-27

Remaining list, next part.
Fields – PI5P4Ka inh, PLK1 PBD block, DRD3 antagonist, IL2 activator, GLP-1R agonist, WRN inhibitor, HEK293 tox, GLP1R inv ag, D3 ag
COC(=O)CCC(=O)OC1(C)C(=O)C2=CN(C3CCCC3)C(c3ccc(OC)cc3)=CC2=C(Br)C1=O (configuration not stated)
    ?, ?, -13, 0.0, 9%, 0%[11.6 µM], -15%, 3%, -2
CC(=O)Nc1cnc(/C=C\CCCO)cn1
    1, -13%, -8, -0.5, 10%, 11%, 13%, 26%, -7
Cc1ccc(S(=O)(=O)Nc2ccc3c(c2)C(=O)N([C@H](C)CO)C[C@H](C)[C@@H](CN(C)Cc2ccc(-c4ccccc4)cc2)O3)cc1
    18, 4%, 0, -0.4, -4%, -5%, -1%, ?, -6
COc1ccc(NC(=O)C2c3ccccc3OCC(=O)N2Cc2ccco2)cc1 (configuration not stated)
    0, -13%, -1, -0.5, 4%, -2%, 1%, -9%, 0
Cc1ccc(Nc2nc(-c3ccc(F)cc3)cs2)nc1
    -2, 2%, 38, -0.2, 6%, 7%, -21%, ?, 7
CCOC(=O)CCCCCC(=O)Nc1ccc2c(c1)C(=O)N([C@H](C)CO)C[C@@H](C)[C@@H](CN(C)C(=O)CCC(F)(F)F)OCCCC[C@H](C)O2
    -12, -14%, -21, -1.9, 17%, 5%, 2%, -8%, 4
Cc1ccc(OCC(=O)Nc2cc(C)on2)c([N+](=O)[O-])n1
    -8, -9%, -3, -1.0, 5%, 6%, 5%, 30%[activator], 2
Cc1cc(C(=O)CSc2nnnn2-c2ccc(Cl)cc2)c(C)n1CC1CCCO1 (configuration not stated)
    /, -2%, 15, -0.2, -1%, -1%[57.1 µM], 4%, 3%, 1
CC1CCN(S(=O)(=O)N2CCC(C(=O)NCCC3=CCCCC3)CC2)CC1
    0, -12%, -10, 0.3, 9%, 0%, -5%, 9%, 4
COc1ccc(N2C(=O)CCC(C(=O)c3ccccc3)=C2C)cc1
    /, 0%, 21, -0.7, 6%, 11%, -2%, -2%, 1

Complete entries, looked up by structure. Screens in order: PI5P4Ka inh, PLK1 PBD block, DRD3 antagonist, IL2 activator, GLP-1R agonist, WRN inhibitor, HEK293 tox, GLP1R inv ag, D3 ag
Cc1ccc(NC(=O)CCC(=O)NNS(=O)(=O)c2ccc(Cl)cc2)cc1C across the screens: 2, -6%, 8, 0.3, -1%, -6%, 3%, -10%, -4
COc1ccc(C)cc1NC(=O)CCNS(=O)(=O)c1cccc2nonc12 across the screens: 0, 6%, 6, -1.0, 2%, -7%, ?, 6%&-1%, 3&6
Cc1cc(C(=O)CSc2nnnn2-c2ccc(Cl)cc2)c(C)n1CC1CCCO1 (configuration not stated) across the screens: /, -2%, 15, -0.2, -1%, -1%[57.1 µM], 4%, 3%, 1
Cc1ccc(Cn2nc(C)c(NC(=O)C3CC3)c2C)cc1 across the screens: -4, -9%, 4, 0.0, -1%, -2%, 1%, 2%, -4
Cc1ccc(OCC(=O)Nc2cc(C)on2)c([N+](=O)[O-])n1 across the screens: -8, -9%, -3, -1.0, 5%, 6%, 5%, 30%[activator], 2

(more compounds)
Fields – PI5P4Ka inh, PLK1 PBD block, DRD3 antagonist, IL2 activator, GLP-1R agonist, WRN inhibitor, HEK293 tox, GLP1R inv ag, D3 ag
CC(C)(C)NC(=O)C1CCC(CNc2c(N3CCCCC3)c(=O)c2=O)CC1 (configuration not stated)
    -2, -9%, -2, 1.8, 8%, 7%, -4%, 19%, 0
CCCc1c(-c2cccc(Cl)c2)ncn1CCc1ccccc1OC
    14, -3%, 12, -0.8, -4%, -13%, -31%, ?, 0
O=C(O)c1ccccc1-c1ccccc1C(=O)Nc1nccs1
    1, -2%, 12, 1.3, -4%, -3%, -11%, 9%, 0
CC(CC(=O)Nc1ccc2c(c1)c(=O)n(C)n2-c1ccc2ccccc2c1)C(F)(F)F (configuration not stated)
    -5, 0%, 0, 4.7, 12%, -3%, -26%, ?, -12

High-throughput results: PubChem, National Center for Advancing Translational Sciences (NCATS)

Not a hit list; about 7.8% have a hit in one of these screens.
